EPAC2 antag = antagonists of human EPAC2. Q8WZA2. EPAC2 GEF exchange of Rap1B-BODIPY-GDP, fluorescence. Potency, µM (highest dose often 114 µM), for inactives: top-dose activity, negative = inhibition, most hits filed as inhibitors. hit rate 0.18% among 360,000. AID 720708; further: on the % scale 0 is the no-effect control and ±100 the full control effect; nearly all actives have a fitted effect of over 45% in size; many of its hits are not listed in these tables
TDP-43 yeast inh = TDP-43 toxicity inhibition in yeast; Potency, µM (titrated, usually from 46.1 µM), for the others: at the top dose growth rescue (activation), actives largely listed as activators; hit rate 1.8% among 410,000; TDP-43 expressing yeast growth rescue, BacTiter-Glo, 24 h; further: % of control where 0% means no effect; nearly all actives have a fitted effect of over 50% in size
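In this qHTS, compounds that restore growth of yeast expressing TDP-43 appear as activators. Cells (OD600=0.02, galactose medium, raffinose-pregrown) are incubated with compound 24 hr at 30 deg C and growth is quantified by BacTiter-Glo.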
PTHR1 agonist = agonists of human PTHR1 parathyroid hormone receptor; Q03431; HEK293 GP2 PTHR1 cells, GloSensor cAMP luminescence, 1 h; Potency, µM (titrated, usually from 115 µM), for inactives: top-dose activation, actives largely listed as activators; hit rate 0.075% among 410,000; AID 743266; further: nearly all actives have a fitted effect of over 55% in size; some results filed as inactive show a strong effect at the top dose; inactives centre near -15; many of its hits are not listed in these tables
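HEK-293-derived GP2 cells expressing PTHR1 and a GloSensor cAMP reporter, 3,000/well, plated overnight, given luciferin plus IBMX (each 0.5 mM as added) for 1 h at 37 °C, then compound for 1 h at 37 °C. Luminescence was read after 15 min at room temperature.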
aSyn rescue = rescues yeast growth from alpha-synuclein toxicity | Yeast expressing alpha-synuclein, growth rescue, BacTiter-Glo, 24 h | Potency, µM (doses to about 46.1 µM), without a hit: at the highest dose growth rescue (activation), hits mostly activators | hit rate 0.14% among 370,000; further: % of control where 0% means no effect; nearly all actives have a fitted effect of over 65% in size
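Rescue of yeast growth: cells expressing toxic alpha-synuclein, induced in galactose at OD600 0.02, incubated with compound 24 h at 30 C. ATP luminescence quantified growth; inhibitors of toxicity appear as activators.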
FUS suppressor = FUS proteinopathy suppression in yeast | S. cerevisiae FUS-expressing, growth rescue, OD600, 24 h | Potency, µM (doses to about 76.6 µM), for the others: top-dose growth rescue (activation), most hits filed as activators | hit rate 0.24% among 390,000 | AID 1347120;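 further: plate controls were DMSO vehicle for no effect and reference control for full effect; nearly all actives have a fitted effect of over 55% in size; some results filed as inactive show a strong effect at the top dose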
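Quantitative HTS measuring growth restoration of FUS-toxic yeast. Galactose-induced cells (OD 0.005) were exposed 24hr at 30C to compounds at several concentrations, then absorbance at 600 nm was recorded.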
EPAC2 ag = activates human EPAC2 exchange factor; Q8WZA2; EPAC2 activation, biochemical qHTS; response scale: 100% = 6.5 mM cAMP response; Potency, µM (titrated, usually from 154 µM), for inactives: at the top dose activation, hits mostly activators; hit rate 0.079% among 360,000; further: nearly all actives have a fitted effect of over 50% in size
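Compounds were titrated in qHTS against a Rap1B-BODIPY-GDP (250 nM) complex with EPAC2 (100 nM) and GDP (50 uM). BODIPY-GDP release tracked at 480/540 nm over 30 min at room temperature, normalized to 6.5 mM cAMP.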
EPAC1 agonist = EPAC1 (human) agonism | O95398 | EPAC1 agonist qHTS, biochemical assay; response scale: 100% = response to 6.5 mM cAMP | Potency, µM (highest dose often 154 µM), without a hit: top-dose activation, actives largely listed as activators | hit rate 0.073% among 360,000 | AID 720707; further: nearly all actives have a fitted effect of over 60% in size
Target sequence (O95398 whole entry, looked up): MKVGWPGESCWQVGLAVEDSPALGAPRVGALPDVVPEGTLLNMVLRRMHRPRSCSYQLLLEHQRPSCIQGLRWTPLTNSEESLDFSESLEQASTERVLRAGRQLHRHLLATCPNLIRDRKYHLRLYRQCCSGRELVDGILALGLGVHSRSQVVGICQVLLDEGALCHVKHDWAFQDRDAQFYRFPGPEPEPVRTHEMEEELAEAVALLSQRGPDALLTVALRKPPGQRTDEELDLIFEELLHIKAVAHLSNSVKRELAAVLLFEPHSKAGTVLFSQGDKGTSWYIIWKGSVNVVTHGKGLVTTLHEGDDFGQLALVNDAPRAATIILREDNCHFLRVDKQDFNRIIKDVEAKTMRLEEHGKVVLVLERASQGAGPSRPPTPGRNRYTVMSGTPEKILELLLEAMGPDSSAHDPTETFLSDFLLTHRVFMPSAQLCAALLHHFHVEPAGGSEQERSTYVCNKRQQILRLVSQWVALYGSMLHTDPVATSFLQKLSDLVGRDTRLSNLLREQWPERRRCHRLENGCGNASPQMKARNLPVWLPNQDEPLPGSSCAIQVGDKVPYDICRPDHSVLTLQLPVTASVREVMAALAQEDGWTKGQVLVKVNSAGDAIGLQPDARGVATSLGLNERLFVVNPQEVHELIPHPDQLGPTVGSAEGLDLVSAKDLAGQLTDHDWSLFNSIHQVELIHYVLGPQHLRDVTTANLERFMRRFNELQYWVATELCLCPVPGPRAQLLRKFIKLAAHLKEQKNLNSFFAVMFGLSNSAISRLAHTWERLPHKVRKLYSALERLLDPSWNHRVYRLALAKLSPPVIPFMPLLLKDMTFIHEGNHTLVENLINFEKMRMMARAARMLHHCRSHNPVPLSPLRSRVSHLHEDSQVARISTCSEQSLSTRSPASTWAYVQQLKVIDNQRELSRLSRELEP
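Read-out is the fluorescence drop as BODIPY-GDP leaves Rap1B (480 nm excitation, 540 nm emission), recorded every 5 minutes over 30 minutes. Reactions held 100 nM EPAC1, 250 nM Rap1B–BODIPY-GDP and 50 uM GDP, with 6.5 mM cAMP setting full activation.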
EPAC1 antag = antagonists of human EPAC1; O95398; EPAC1 GEF assay, Rap1b-BODIPY-GDP exchange fluorescence; Potency, µM (doses to about 115 µM), without a hit: at the top dose activity change, negative = inhibition, hits mostly inhibitors; hit rate 0.14% among 360,000;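 further: plate controls were vehicle for no effect and positive control for full effect; nearly all actives have a fitted effect of over 50% in size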
* marks the source's active call; other numbers are inactive results; i = inactive; ? = inconclusive; . = no result given; & = joins results of further samples; [ ] = another dose, or the depositor's remark. The call rests on the fitted dose curve; in most records, active means well fitted curve in the direction sought with a large enough effect; inconclusive means small, poorly fitted or top-dose-only effect, or another doubt; inactive means no such curve, though single readings can be large; an effect the other way counts as inactive or inconclusive. Potency means the concentration at half of the fitted maximal effect. Some of the compounds tested (hit frequency here may not be typical).

structure	EPAC2 antag	TDP-43 yeast inh	PTHR1 agonist	aSyn rescue	FUS suppressor	EPAC2 ag	EPAC1 agonist	EPAC1 antag
O=C(CC1CCCC1)NCCS(=O)(=O)N1CCN(c2ccccc2)CC1	6%	17%	-45%[inhibitor]	5%	-23%	11%	1%	-2%
CCCCCC1CCC(c2n[nH]c(=S)n2C)CC1 (centres undefined)	-1%	14µM*	i	8%	7%	-16%	-10%	10%
COc1ccc2sc(-c3ccc(N(C)C)cc3)c(C#CC(C)(C)O)c2c1	?	-4%	7%	-1%	12%	-5%	-14%	5%
COc1ccccc1N1CCN(C(=O)CN(C2CCCCC2)S(C)(=O)=O)CC1	9%	-20%[9.22 µM]	i	-1%	7%	-2%	-1%	11%
CCn1c(SCC(=O)N2CCc3ccccc32)nnc1-c1ccncc1	-1%	9%	-23%[57.5 µM]	4%	3%	3%	-4%	-2%
COc1ccc(-c2nc(CS(=O)CC(=O)NC3CCCC(C)C3C)c(C)o2)cc1OC (centres undefined)	0%	1%	i	-3%	26%	-3%	-2%	38%[activator]
CC(Oc1ccc(F)cc1)C(=O)Nc1nc(-c2ccccn2)cs1 (centres undefined)	-14%	0%	i	?	41%	8%	6%	2%
COc1ccc(S(=O)(=O)Nc2c(C)cc(C)cc2C)c2cccnc12	?	-4%	15%	20%	10%	13%	-7%	6%
CN(CC(=O)Nc1ccccc1C(F)(F)F)C(=O)Cc1ccccc1F	3%	-10%	i	-7%	5%	0%	3%	5%
Fc1ccc2cc(CCO[C@H]3CCCCO3)ncc2c1	0%	-12%	-83%[inhibitor]	-2%	-15%	11%	4%	-2%
Cc1sc2nc(SCC(=O)c3cc(C)n(CC4CCCO4)c3C)n(C(C)C)c(=O)c2c1C (centres undefined)	0%	-5%	-6%[57.5 µM]	0%	21%	-1%	0%	-10%
O=C(CSc1ncn[nH]1)N/N=C/c1ccc(F)cc1	14%	-12%	-6%	-8%	4%	0%	1%	8%
COc1ccc(NC(=O)C2c3ccccc3OCC(=O)N2Cc2ccco2)cc1 (centres undefined)	0%	14%	11%	-7%	2%	16%	3%	-17%
CCc1ccc(C(=O)CCC(=O)Nc2cccc(S(=O)(=O)N3CCCCC3)c2)cc1	-8%	-17%	?	-5%	?	7%	-5%	-17%
CN(C)C(CNC(=O)Cc1cccc(C(F)(F)F)c1)c1ccccc1 (centres undefined)	-1%	-3%	i	1%	4%	-8%	-6%	-3%

Continued (three carried over from the part before).
structure	EPAC2 antag	TDP-43 yeast inh	PTHR1 agonist	aSyn rescue	FUS suppressor	EPAC2 ag	EPAC1 agonist	EPAC1 antag
COc1ccc(NC(=O)C2c3ccccc3OCC(=O)N2Cc2ccco2)cc1 (centres undefined)	0%	14%	11%	-7%	2%	16%	3%	-17%
CCc1ccc(C(=O)CCC(=O)Nc2cccc(S(=O)(=O)N3CCCCC3)c2)cc1	-8%	-17%	?	-5%	?	7%	-5%	-17%
CN(C)C(CNC(=O)Cc1cccc(C(F)(F)F)c1)c1ccccc1 (centres undefined)	-1%	-3%	i	1%	4%	-8%	-6%	-3%
COc1cc(/C=C2/OC(=O)c3cc([N+](=O)[O-])ccc32)cc(OC)c1OC	16%	2%	-8%	-10%	9%	-2%	3%	1%
Cc1cccc(-n2cc(-c3ccccc3)c3c(NN4CCOCC4)ncnc32)c1	11%	-16%	17%	4%	.	-4%	-2%	11%
CC(C)CNC(=O)C(=O)NNC(=O)C1CCCCC1	16%	-25%	-25%[57.5 µM]	0%	29%	3%	6%	-4%
O=C(Nc1ccccc1)OCCNC(=O)c1cccc(Br)c1	3%	0%	-20%	8%	5%	15%	-1%	-9%
O=[N+]([O-])c1ccc(N2CCN(CCO)CC2)cc1NCc1ccco1	-5%	11%	i	5%	3%	3%	3%	-4%
O=C(Nc1ccc(C(=O)N2CCOCC2)cc1)c1cccs1	11%	-20%	0%	-1%	23%	-12%	0%	11%
Cc1ccc(C2=NN3C(=O)c4ccccc4C3C2)cc1 (centres undefined)	-8%	15%	-7%	-10%	-16%	4%	11%	-3%
Cc1cc(C(=O)OCc2nnc(-c3ccccc3)o2)c(C)n1-c1ccccc1	0%	13%	-22%[57.5 µM]	0%	15%	14%	15%	-6%
COCCNC(=O)c1onc(CSc2cc(C)cc(C)c2)c1C(=O)NCCOC	-16%	6%	i	-8%	15%	10%	3%	-1%
CC(NC(=O)c1cc(-c2cccnc2)nc2ccc(Br)cc12)C1CCCO1 (centres undefined)	-1%	26%	-18%	-3%	.	3%	11%	-4%
CCC(C(=O)NCCN1CCOCC1)n1nc(C)n2c(cc3sccc32)c1=O (centres undefined)	2%	-17%	i	-9%	-14%	12%	13%	6%
CCN(CC)S(=O)(=O)c1ccc(N2CCOCC2)c(NC(=O)c2ccc(=O)[nH]c2)c1	1%	-2%	-8%	6%	7%	7%	-9%	2%
CCOc1ccc(S(=O)(=O)N(C)c2ccc(OCC(=O)Nc3nc4ccccc4s3)cc2)cc1	-8%	0%	-21%	15%	15%	6%	0%	?
COc1ccccc1NC(=O)C1=C(C)N(c2ccccc2)C(=S)NC1c1cccc(C(F)(F)F)c1 (centres undefined)	-5%	-6%	-22%[57.5 µM]	-4%	37%	1%	12%	-10%
Cc1c(C)c2cc(Cl)c(O)c(CN3CCCC(C)C3)c2oc1=O (centres undefined)	14%[57.1 µM]	1%	i	-1%	17%	-3%	-6%	17%
Cc1cccc(NC(=O)COc2nsnc2N2CCOCC2)c1	13%	-7%	-18%	-7%	-9%	-2%	4%	18%
COc1cc(OC)c(C(=O)OCC(=O)NCCc2ccccc2)cc1OC	9%	-7%	i	-9%	6%	3%	0%	-1%
Cc1ccc(NS(=O)(=O)c2cc(C(=O)N3CCN(C)CC3)ccc2C)cc1C	-1%	-4%	i	-3%	12%	2%	4%	32%[activator]
N/C(=N\OC(=O)CCC1CCCC1)c1ccc([N+](=O)[O-])cc1	-1%	20µM*	-10%	-18%	-8%	0%	11%	11%
CCCCN1C[C@H](Cc2ccccc2)[C@@H](CC(=O)Nc2ccccc2)C1=O	-1%	0%	-28%	3%	21%	9%	1%	5%
CCCCNc1c(-c2ccc(SC3CCCCC3)cc2)nc2cnccn12	-21%&-21%	22µM*	-10%&-65%	-54%[inhibitor]	?	-9%&-9%	-12%&-10%	-24%&-16%
O=C(CS(=O)(=O)Cc1ccccc1)N1CCc2ccccc2C1	-4%	0%	i	5%	6%	4%	13%	-18%
Oc1ccccc1-c1nc(NCC2CCCO2)c2ccccc2n1 (centres undefined)	-10%	11µM*	-22%	-9%	15%	20%	29%	-21%
Cc1noc(C(=O)Nc2cccc(Cl)c2)c1Cl	3%	?	-19%	-7%	-15%	2%	2%	-26%
CN1C(=O)N(C)C2CC1N(C)C(=O)N2C	5%	-1%	i	4%	-7%	7%	6%	6%
O=S(=O)(Nc1nnc(-c2ccccc2)s1)c1ccc(Cl)cc1	-8%	-17%	-22%	-9%	-2%	-14%	-14%	-26%
Cc1ccc(CNC(=O)Cc2noc3ccccc23)cc1	-13%	22%[9.22 µM]	-71%[inhibitor]	-3%	-2%	18%	2%	-9%
CCOc1ccc(OCC(=O)OCC(=O)Nc2ccccc2C#N)cc1	4%	5%	-24%	6%	12%	-5%	-19%	1%
Cn1c2ccccc2c(=O)c2cc(C#CC3(O)CCCCC3)ccc21	15%	0%	-93%[inhibitor]	-5%	-9%	4%	-5%	-15%
O=C(Nc1c2c(nn1-c1cccc(Cl)c1)CS(=O)(=O)C2)c1ccc2c(c1)OCO2	2%	12%	-4%	0%	-17%	9%	0%	-9%
CC(C)CC(NC(=O)C1CCC(C)CC1)C(=O)NCc1ccccn1 (centres undefined)	21%	-3%	3%	-6%	15%	2%	-7%	9%
COc1ccc(CN(C)C(=O)COC(=O)c2ccc3c(c2)OCO3)cc1OC	-5%	-2%	-5%[57.5 µM]	-3%	-10%	6%	5%	-13%
CC1CCc2c(sc(NC(=S)NC(=O)c3ccccc3)c2C#N)C1 (centres undefined)	5%	14%	-11%	1%	-7%	2%	0%	13%
O=C(CCOc1ccccc1)Nc1ccccc1F	-29%	12%	-50%[inhibitor]	9%	-24%	1%	1%	-10%
CCOC(=O)c1cc2c(c(-c3cccc(-c4cc5ccccc5o4)c3)n1)[C@@H](CCO)N(S(=O)C(C)(C)C)C2 (some centres undefined)	-5%	?	-27%	3%	16%	8%	1%	-19%
O=C(O)c1ccc(/C=N/Nc2ccc(S(=O)(=O)N3CCCC3)cc2[N+](=O)[O-])cc1	3%	-14%	-11%	-10%	-11%	11%	10%	3%
O=C(O)c1c2c(nc3ccccc13)/C(=C/c1ccccc1[N+](=O)[O-])CCC2	-7%	-16%	-19%	-11%	14%	9%	-4%	-13%
COc1ccc(-n2c(=O)c3c4c(sc3n3c(=S)[nH]nc23)CCC4)cc1	-11%	-11%	-25%	0%	-5%	-7%	-4%	8%

Taken from above.
Reading of COc1ccc(-n2c(=O)c3c4c(sc3n3c(=S)[nH]nc23)CCC4)cc1 in EPAC1 agonist: -4%
Reading of CC(C)CC(NC(=O)C1CCC(C)CC1)C(=O)NCc1ccccn1 (centres undefined) in EPAC1 antag: 9%

Some of these compounds in order of SMILES length, ascending:
structure	EPAC2 antag	TDP-43 yeast inh	PTHR1 agonist	aSyn rescue	FUS suppressor	EPAC2 ag	EPAC1 agonist	EPAC1 antag
O=C(CCOc1ccccc1)Nc1ccccc1F	-29%	12%	-50%[inhibitor]	9%	-24%	1%	1%	-10%
CC1CCc2c(sc(NC(=S)NC(=O)c3ccccc3)c2C#N)C1 (centres undefined)	5%	14%	-11%	1%	-7%	2%	0%	13%
O=C(O)c1ccc(/C=N/Nc2ccc(S(=O)(=O)N3CCCC3)cc2[N+](=O)[O-])cc1	3%	-14%	-11%	-10%	-11%	11%	10%	3%
CCOC(=O)c1cc2c(c(-c3cccc(-c4cc5ccccc5o4)c3)n1)[C@@H](CCO)N(S(=O)C(C)(C)C)C2 (some centres undefined)	-5%	?	-27%	3%	16%	8%	1%	-19%
